High-throughput results deposited in PubChem by National Center for Advancing Translational Sciences (NCATS).
TGFb inhibitor – blocks TGF-b signaling | AID 588855 | 410,000 tested, 1.2% active | HepG2 CAGA-GFP TGF-b/SMAD3 reporter, GFP fluorescence, 18 h; TGF-beta stimulated, 500 pg/mL final | Potency, µM (top dose mostly 46.1 µM), without a hit: top-dose activity, negative = inhibition, usual class: inhibitors; also: potency is read from the fitted curve at half-maximal effect; % is scaled to controls: 0 for no effect and ±100 for the full control effect; nearly all actives have a fitted effect of over 65% in size
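Using HEPG2 CAGA-GFP reporter cells at 1000 cells/well, we pinned test compounds, stimulated with recombinant TGF-beta (500 pg/mL final) and measured total well GFP after 18 h.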
Abeta rescue – compounds reversing amyloid beta toxicity in yeast. yeast expressing A-beta42, growth rescue, OD600, 48 h; response scale: 0% DMSO, 100% iron-clioquinol control. Potency, µM (highest dose often 46.1 µM), without a hit: at the top dose growth rescue, hits mostly activators. 410,000 tested, 0.063% active; also: potency is read from the fitted curve at half-maximal effect; nearly all actives have a fitted effect of over 55% in size
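Growth rescue measured by 600 nm absorbance after 48 h yeast culture at 30 C with compound. Values normalized between DMSO and an equimolar ferric chloride plus clioquinol control.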
CCT modulator – cytosolic chaperonin activity modulation. purified chaperonin ATPase assay, HTRF ADP detection, 30 min. activity change, % (test concentration not listed), hits read low. 360,000 tested, 0.3% active; in the data active = activity change below about -30%; also: % is scaled to controls: 0 for no effect and ±100 for the full control effect
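ATPase activity: ADP formed was measured by HTRF Transcreener (665/615 nm ratio) after 30 min at 37 deg C with 10 uM ATP. Compounds screened at one 76 uM concentration against 40 or 20 nM TRiC in Tris pH 7.4/KCl/MgCl2/DTT buffer.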
A549 viability – kills or reduces viability of A549 cells in Nrf2 counter-screen; AID 504648; A549 ARE-Fluc cells, CellTiter-Fluor viability, 18-24 h; Potency, µM (top dose mostly 46 µM), for the others: at the highest dose activity change, negative = cytotoxicity, actives largely listed as inhibitors; 390,000 tested, 0.16% active; also: potency is read from the fitted curve at half-maximal effect; % is scaled to controls: 0 for no effect and ±100 for the full control effect
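Cytotoxicity counterscreen: CellTiter-Fluor fluorescence was measured in A549 ARE_Fluc cells after 18-24 h of compound exposure in a concentration series. The subsequent BugLite luminescent read reports ARE-luciferase activity.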
Nrf2 inh – inhibitors of Nrf2 signaling; A549 ARE-Fluc reporter, luciferase luminescence, 18-24 h; Potency, µM (series often up to 46 µM), for the others: top-dose activity change, negative = inhibition, most hits filed as inhibitors; 360,000 tested, 2.1% active; also: potency is read from the fitted curve at half-maximal effect; % is scaled to controls: 0 for no effect and ±100 for the full control effect; nearly all actives have a fitted effect of over 60% in size
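In this cell-based qHTS, ARE-driven firefly luciferase in A549 cells reports Nrf2 activity; the luminescent signal after BugLite lysis is the measured value, with a prior CellTiter-Fluor read for cell health.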
Mm-Cpn inhibitor – blocks the Methanococcus maripaludis chaperonin Mm-Cpn; purified Mm-Cpn ATPase, ADP Transcreener TR-FRET; Potency, µM (top dose mostly 76.9 µM), for inactives: at the highest dose activity, negative = inhibition, actives largely listed as inhibitors; 330,000 tested, 0.031% active; also: potency is read from the fitted curve at half-maximal effect; % is scaled to controls: 0 for no effect and ±100 for the full control effect; nearly all actives have a fitted effect of over 80% in size
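Inhibition of chaperonin ATP hydrolysis is measured as reduced ADP production, detected by competitive TR-FRET in which signal falls with ADP. Final enzyme 25 nM and ATP 10 uM, reacted 30 min at 37°C.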
Nrf2 activator – activators of Nrf2 (ARE) signaling; Potency, µM (top dose mostly 46.1 µM), without a hit: at the highest dose activation, hits mostly activators; 410,000 tested, 0.31% active; AREc32 ARE-luciferase reporter (MCF7-derived line), luminescence, 24 h; AID 624171; also: potency is read from the fitted curve at half-maximal effect; % of control where 0% means no effect; nearly all actives have a fitted effect of over 65% in size
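AREc32 cells carrying an ARE-driven firefly luciferase reporter were seeded at 1000 cells/well in OPTI-MEM with 5% FBS, then exposed to compound for 24 hr at 37 deg C. Luminescence was read with Steady-Glo after 30 min at RT.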
HepG2 tox – counter-screen for TGF-b inhibitors: cytotoxicity in HepG2 cells; HepG2 CAGA-GFP viability, ATP luminescence, 18 h; 410,000 tested, 0.76% active; Potency, µM (top dose mostly 46.1 µM), for inactives: top-dose activity change, negative = cytotoxicity, usual class: cytotoxic; also: potency is read from the fitted curve at half-maximal effect; some results filed as inactive show a strong effect at the top dose
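CellTiter-Glo luminescence gave cytotoxicity after 18 hours at 37 degrees C. The cells were HepG2 CAGA-GFP in 1% FBS DMEM, stimulated with 500 pg/mL TGF-beta after compound addition. %Activity was normalised to no-cell wells (complete cell-killing) and DMSO (no toxicity), and curves were fitted and classified.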
Akt phos inh – blocks phosphorylation of Akt | Neuro2A IGF-stimulated pAkt S473 HTRF, 20 min; stronger effect = lower value | activity change, % for hits at 50 µM | 360,000 tested, 0.32% active; in the data active = activity change below about -80%; inconclusive = mostly about -51% to -80%; also: % is scaled to controls: 0 for no effect and ±100 for the full control effect
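Neuro2A cells in DMEM with 0.5% FBS, overnight at 37 deg C, given compound at single 50 µM final, then IGF (6 nM final) for 20 min at 37 deg C. Lysed; phospho-Akt Ser473 by HTRF after 24 h, 665/615 ratio.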
Active calls of the source: *; i = inactive; ? = inconclusive; . = no result given; [ ] = another dose, or the depositor's remark. Unless noted, calls follow the shape of the dose curve; as a rule, active = well fitted curve in the direction sought with a large enough effect; inconclusive = small, poorly fitted or top-dose-only effect, or another doubt; inactive = no such curve, though single readings can be large; an effect the other way counts as inactive or inconclusive.

SMILES	TGFb inhibitor	Abeta rescue	CCT modulator	A549 viability	Nrf2 inh	Mm-Cpn inhibitor	Nrf2 activator	HepG2 tox	Akt phos inh
COC(=O)C1=C(NC(=O)COc2ccc3ccccc3c2)CCS1	4%	15%	-1.1	15%	-4%	0%	-0.4%	8%	i
Cc1ccc(C(=O)NNS(=O)(=O)c2ccccc2[N+](=O)[O-])cc1	8%	10%	0.4	1%	.	1%	12%	1%	i
O=C(CSc1ccc(Cl)cc1)N/N=C/c1ccc([N+](=O)[O-])o1	?	-20%	1.5	?	23µM*	0%	5.1%	-105%	i
CCOC(=O)c1c(C)c(C(=O)NCC2CCCO2)c(C)n1C (stereo unspecified)	19%	-7%	-3.5	2%	-11%	0%	0.0%	-12%	i
Cc1nc(-c2ccc(F)cc2)sc1CCNC(=O)c1ccccc1C(F)(F)F	-14%	-7%	.	7%	.	.	4.8%	-39%	.
Nc1ccc(Oc2ccc3c(c2)C(=O)NC3=O)cc1	-3%	-8%	-1.1	11%	?	0%	0.7%	2%	i
COC(=O)CNC(=O)c1ccc(OC2CCN(C(=O)C3CC3)CC2)cc1	1%	3%	0.7	-1%	3%	0%	-0.1%	2%	i
CC(C)(C)C(=O)NC(=S)Nc1ccc(S(=O)(=O)Nc2nccs2)cc1	-16%	-13%	-0.2	-11%	-10%	0%	-0.6%	-16%	i
Cc1cc(C)cc(OCC(=O)OCC(=O)N(CC(C)C)c2c(N)n(Cc3ccccc3)c(=O)[nH]c2=O)c1	-1%	13%	-1.2	-4%	-5%	1%	1.7%	-1%	i
Cc1noc(C)c1CSc1nnc(-c2ccccc2)n1N	4%	5%	-1.6	8%	-1%	0%	0.3%	-3%	i
COCc1nnc(NS(=O)(=O)c2ccc(Cl)cc2)s1	9%	15%	-3.0	-2%	-9%	1%	-0.3%	1%	i
COC(=O)COc1cccc(NC(=O)c2ccccc2)c1	?	5%	-1.3	0%[1.84 µM]	2%	0%	-0.1%	-37%	i
Cc1cccn2cc(-c3ccc(NC(=O)Cc4ccccc4)cc3)nc12	?	3%	0.8	-4%	-20%	2%	0.1%	-61%	i
CCCCN=C(Nc1ccc(Cl)cc1)c1cccnc1	0%	-2%	0.0	-8%	4%	-1%	-0.3%	-12%	.
CCCCCCSc1ccc(-c2nc3ccc(Cl)cn3c2NCc2ccccc2)cc1	1%	-19%	-1.6	0%	6%	-1%	0.3%	-7%	i
CS(=O)(=O)N(CC(=O)O)c1ccc(C23CC4CC(CC(C4)C2)C3)cc1	-28%	8%	-3.2	-1%	?	0%	-0.3%	-19%	i
COc1cc(NC(=O)COc2ccc3c(C)cc(=O)oc3c2C)cc(OC)c1OC	5%	-20%	0.9	3%	11%	-4%	-0.5%	5%	i
CN1CCN(NC(=O)c2ccc(S(=O)(=O)N3CCCCCC3)cc2)CC1	8%	-18%	-0.1	2%	-14%	1%	-0.2%	1%	i
O=C1C2C3C=CC(C3)C2C(=O)N1CCCO (stereo unspecified)	-11%	1%	-4.3	-7%	11%	-2%	-0.6%	0%	i
Cc1cccc(C)c1OCC(=O)N1CCc2ccccc2C1	-18%	11%	0.2	9%	-2%	1%	0.7%	-9%	i
O=Cc1cn(-c2ccc(F)cc2)c2ccccc12	-30%	-13%	-1.1	-1%	-4%	-1%	0.4%	-1%	i
O=C(CSc1cccc[n+]1[O-])NC(=O)c1ccc(OC(F)F)cc1	18%	-11%	1.2	0%	-6%	1%	2.1%	-1%	i
CCOC(=O)c1ccc(N2C(=O)CC(N3CC(C)OC(C)C3)C2=O)cc1 (stereo unspecified)	19%	-58%[inhibitor]	-1.0	20%	.	0%	0.3%	4%	i
COC(=O)[C@]12CCCCC=C1N(Cc1cccc3ccccc13)C(=O)[C@H](CC(=O)N1CCSCC1)C2	.	5%	0.3	.	.	.	0.7%	.	i
O=C(c1ccc2c(c1)OCO2)c1cn(Cc2ccc(F)cc2)c2ccccc2c1=O	-5%	-17%	.	-13%	-19%	.	0.1%	-10%	.

Record cards (already shown). Order of screens: TGFb inhibitor, Abeta rescue, CCT modulator, A549 viability, Nrf2 inh, Mm-Cpn inhibitor, Nrf2 activator, HepG2 tox, Akt phos inh
Entry for CCOC(=O)c1c(C)c(C(=O)NCC2CCCO2)c(C)n1C (stereo unspecified) : 19%, -7%, -3.5, 2%, -11%, 0%, 0.0%, -12%, i
Entry for CC(C)(C)C(=O)NC(=S)Nc1ccc(S(=O)(=O)Nc2nccs2)cc1 : -16%, -13%, -0.2, -11%, -10%, 0%, -0.6%, -16%, i

Exported with each value named: entries from further up
molecule: Cc1noc(C)c1CSc1nnc(-c2ccccc2)n1N
  TGFb inhibitor = 4%	Abeta rescue = 5%	CCT modulator = -1.6	A549 viability = 8%	Nrf2 inh = -1%	Mm-Cpn inhibitor = 0%	Nrf2 activator = 0.3%	HepG2 tox = -3%	Akt phos inh = i
molecule: COCc1nnc(NS(=O)(=O)c2ccc(Cl)cc2)s1
  TGFb inhibitor = 9%	Abeta rescue = 15%	CCT modulator = -3.0	A549 viability = -2%	Nrf2 inh = -9%	Mm-Cpn inhibitor = 1%	Nrf2 activator = -0.3%	HepG2 tox = 1%	Akt phos inh = i

Continuation:
SMILES	TGFb inhibitor	Abeta rescue	CCT modulator	A549 viability	Nrf2 inh	Mm-Cpn inhibitor	Nrf2 activator	HepG2 tox	Akt phos inh
Cc1ccc(S(=O)(=O)N2CCN(C(=O)CN3CCCCC3)C2)cc1	2%	8%	-2.5	3%	7%	1%	2.0%	-28%	-101%*
Cc1nc2cc(NC(=O)NCCCO)ccc2o1	14%	-7%	-24	-1%	-23%	2%	0.2%	3%	i
COC(=O)/C=C1/N/C(=N\c2nc(C)cc(C)n2)N(c2cccc(C)c2)C1=O	?	-16%	1.6	2%	-14%	-1%	15%	-8%	i
COc1ccc(/C=N/NC(=O)C2(O)c3ccccc3-c3ccccc32)cc1	-12%	-10%	-3.0	9%	5%	0%	0.3%	9%	i
COc1ccc(N2CC(C)(C)C2=O)cc1	-3%	4%	0.2	-5%	2%	1%	-0.2%	1%	i
CCN1C[C@@H]2[C@@H]3C(=O)N(C)C(=O)[C@@H]3[C@](C)(C1=O)N2C(=O)c1ccc(C(C)(C)C)cc1	6%	5%	0.9	-2%	-1%	.	0.0%	9%	i
Cc1cc(NC(=O)c2ccc(Br)o2)cc(-c2nc3ccccc3o2)c1O	22%	-19%	.	3%	?	.	14%	-10%	.
Cc1cc(C)n2c(Nc3cccc(C(F)(F)F)c3)c(-c3ccsc3)nc2n1	?	12%	.	-13%	?	.	5.7%	-46%	.
CC(c1nc2ccccc2c(=O)[nH]1)N(C)CCOc1ccc(Cl)cc1 (stereo unspecified)	-13%	-6%	-0.8	12%	0%	1%	0.6%	0%	i
Cc1sc2ncnc(N3CCC(C(=O)NNC(=O)c4ccccc4Cl)CC3)c2c1C	-8%	-15%	0.7	-6%	16µM*	-8%	-1.1%	-24%	i
COc1ccc(OC)c(C(C)NC(=O)c2ccc(Br)cc2)c1 (stereo unspecified)	-2%	6%	-1.0	-2%	0%	-1%	2.8%	0%	i
Cc1ccc(-c2nnn(CC(=O)N(C)C3CCCCC3)n2)o1	-18%	-7%	-2.5	3%	0%	2%	2.0%	-20%	i
CS(=O)(=O)N(CC(O)Cn1c2ccccc2c2ccccc21)c1cccc2ccccc12 (stereo unspecified)	?	21%	1.3	?	?	?	5.1%	-40%	i
O=C(CSc1ccc(-c2ccccc2)nn1)NC1CCCC1	-7%	-16%	-9.2	0%	-19%	-1%	-0.2%	-17%	i
COc1ccc(C)cc1NC(=O)CSc1nnc(-c2ccc(Br)cc2)o1	1%	5%	-22	-14%	-15%	-2%	-0.5%	-8%	i
C=CCn1c(SCC(=O)c2[nH]c(C)c(C(C)=O)c2C)nnc1-c1ccncc1	0%	3%	1.2	-2%	.	3%	-0.3%	10%	i
Cc1cccc(OCC(=O)NCc2n[nH]c(=O)c3ccccc23)c1	-11%	2%	1.5	1%	?	?	-0.5%	-10%	i
Nc1nc(SCC(=O)NN(c2ccccc2)c2ccccc2)n[nH]1	-6%	-7%	4.2	4%	6%	2%	0.0%	-9%	i
O=C(NC1CCCCC1)c1ccc(CS(=O)Cc2ccc(Cl)cc2)o1 (stereo unspecified)	13%	-1%	-3.1	0%	-5%	0%	-0.1%	-1%	i
CC(C)CC(C(=O)NC1CCCCC1)N(Cc1cccs1)C(=O)c1snc(C(N)=O)c1N (stereo unspecified)	?	27%	-1.4	?	?	0%	0.0%	-34%	i
COC(=O)c1ccc(C)c(NC(=O)CN(c2cc(OC)ccc2OC)S(C)(=O)=O)c1	31%[activator]	0%	0.0	-8%	?	0%	-0.7%	-33%	.
Cc1cccc(N(CC(O)CN2CCCC2)S(=O)(=O)c2ccccc2)c1 (stereo unspecified)	-1%	1%	-1.5	-17%	-12%	1%	-0.6%	7%	i
Nc1[nH]c(C(=O)c2ccccc2)c(-c2ccccc2C(F)(F)F)c1C(=O)NCc1cccc2ccccc12	.	-9%	-2.3	.	.	.	-1.4%	.	i
Cc1cccn2c(CNCCc3ccccn3)c(C(=O)N3CCOCC3)nc12	-1%	-3%	-2.3	8%	18%	0%	0.3%	-63%	i
CCNC(=O)C1CCCN(Cc2ccc3ccccc3c2Br)CC1 (stereo unspecified)	14%	-17%	-0.4	.	.	.	0.9%	-13%	i
CC1(C(=O)NS(=O)(=O)c2cccc(C#N)c2)CCN1C(=O)CCC1CCCC1 (stereo unspecified)	7%	-3%	-1.6	.	.	.	-0.2%	4%	i
CCn1c(CC(=O)Nc2ccc(F)cc2)nnc1SCC(=O)N1CCOCC1	-2%	2%	1.6	8%	-1%	1%	-0.4%	1%	i
